Compound activity deposited in PubChem BioAssay by National Center for Advancing Translational Sciences (NCATS).
HT1080-NT tox: kills 2HG-producing HT-1080-NT fibrosarcoma cells; AID 686970; 360,000 tested, 1.6% active; Potency, µM (highest dose often 46.1 µM), for the others: at the top dose activity, negative = less viability, hits mostly cytotoxic; HT-1080-NT fibrosarcoma viability, CellTiter-Glo ATP luminescence, 48 h;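 also: NT is the 2HG producing partner of a matched IDH1 knockdown line; potency is read from the fitted curve at half-maximal effect; 0% = DMSO-treated cells and -100% = media-only wells without cells; nearly all actives have a fitted effect of over 55% in size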
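Luminescent CellTiter-Glo readout after 48 hours of compound exposure at 37 degrees C defined viability of HT-1080-NT cells. Activity was normalized to DMSO wells and cell-free media wells; concentration-response curves were fitted and assigned curve classes.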
HT1080 IDH1KD tx: kills HT-1080 cells with IDH1 knockdown; HT-1080 IDH1 knockdown viability, ATP luminescence, 48 h; Potency, µM (doses to about 46.1 µM), inactives show top-dose activity, negative = toxicity, hits mostly cytotoxic; 360,000 tested, 2% active;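 also: potency is read from the fitted curve at half-maximal effect; 0% = DMSO wells and -100% = cell-free medium wells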
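Assay cells: HT-1080 with IDH1 knockdown, 750 per well, RPMI/5% FBS. Exposure: 48 h at 37 °C following 2 h pre-incubation. Read: CellTiter-Glo luminescence; fitted concentration-response, curve class assigned.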
KB-V1 cytotox: KB-V1 MDR subline cytotoxicity | KB-V1 MDR cells viability, CellTiter-Glo, 72 h | Potency, µM (series often up to 46.1 µM), without a hit: top-dose activity change, negative = cytotoxicity, hits mostly cytotoxic | 400,000 tested, 3.4% active; also: potency is read from the fitted curve at half-maximal effect; % is scaled to controls: 0 for no effect and ±100 for the full control effect; nearly all actives have a fitted effect of over 60% in size
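KB-V1 cells (P-gp-expressing MDR subline of KB-3-1) in phenol-red-free DMEM with 10% FBS were exposed to library compounds over a concentration series for 72 h at 37 degrees C. Viability read by CellTiter-Glo luminescence; concentration-effect curves fitted after normalization.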
SW480 rerep: DNA re-replication induction in SW480 cells; SW480 DNA re-replication, Hoechst DNA content imaging, 48 h; Potency, µM (doses to about 46.1 µM), for the others: top-dose re-replication activation, actives largely listed as activators; 340,000 tested, 1.8% active; also: potency is read from the fitted curve at half-maximal effect; % of control where 0% means no effect; nearly all actives have a fitted effect of over 55% in size
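DNA re-replication was detected as more nuclei of elevated Hoechst intensity after 48 hr exposure to compound (23 nL pinned per well of 250 cells).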
KB-3-1 tox: KB-3-1 parental cell cytotoxicity. KB-3-1 viability, CellTiter-Glo ATP luminescence, 72 h. Potency, µM (highest dose often 46.1 µM), for inactives: top-dose activity change, negative = cytotoxic, actives largely listed as cytotoxic. 400,000 tested, 1.4% active. AID 1347075; also: potency is read from the fitted curve at half-maximal effect; % is scaled to controls: 0 for no effect and ±100 for the full control effect; nearly all actives have a fitted effect of over 60% in size
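Viability of parental KB-3-1 cells, measured by CellTiter-Glo luminescence, followed a 72 h incubation at 37 °C with pinned compounds in phenol-red-free DMEM containing 10% FBS.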
MCF10A rereplic: induces DNA re-replication in MCF 10a normal breast cells; Potency, µM (titrated, usually from 46.1 µM), for the others: at the top dose activity, positive = re-replication, actives largely listed as activators; 350,000 tested, 2.9% active; MCF 10A DNA re-replication, Hoechst nuclear intensity, 48 h; also: potency is read from the fitted curve at half-maximal effect; % of control where 0% means no effect; nearly all actives have a fitted effect of over 50% in size
IL1B secr inh: inhibitors of inflammasome signaling (IL-1 beta secretion); THP-1 LPS/ATP IL-1B secretion, AlphaLISA, 16 h; stronger effect = lower value; activity change, % at 57.5 µM; 360,000 tested, 4.7% active; AID 743279; in the data active = activity change below about -50%; inconclusive = mostly about -30% to -49%; also: % is scaled to controls: 0 for no effect and ±100 for the full control effect
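Secreted IL-1B measured by AlphaLISA bead assay after 16 h compound exposure of THP-1 cells; compounds (final up to 57.5 uM) added 1 h before LPS (250 ng/mL) and ATP (1.25 mM) stimulation; lower signal means less secretion.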
ATXN2 expr inh: ATXN2 expression inhibition | 360,000 tested, 0.72% active | Potency, µM (titrated, usually from 57 µM), without a hit: at the highest dose activity change, negative = inhibition, hits mostly inhibitors | HEK-293 ATXN2-luciferase reporter, luminescence, 24 h; also: potency is read from the fitted curve at half-maximal effect; % is scaled to controls: 0 for no effect and ±100 for the full control effect; nearly all actives have a fitted effect of over 55% in size
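ATXN2-luciferase reporter cells (luciferase flanked by upstream and downstream ATXN2 gene portions) were treated 24 h at 37 °C with compounds at up to 57 uM. SteadyGlo luminescence gave expression; GF-AFC fluorescence gave viability.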
WRN helicase inh: blocks human WRN helicase. WRN helicase unwinding, fluorescent forked duplex, kinetic. Q14191. 360,000 tested, 0.46% active. Potency, µM (highest dose often 114 µM), without a hit: at the top dose activity change, negative = inhibition, most hits filed as inhibitors; also: potency is read from the fitted curve at half-maximal effect; % is scaled to controls: 0 for no effect and ±100 for the full control effect; nearly all actives have a fitted effect of over 55% in size
Target sequence (Q14191 whole entry, looked up): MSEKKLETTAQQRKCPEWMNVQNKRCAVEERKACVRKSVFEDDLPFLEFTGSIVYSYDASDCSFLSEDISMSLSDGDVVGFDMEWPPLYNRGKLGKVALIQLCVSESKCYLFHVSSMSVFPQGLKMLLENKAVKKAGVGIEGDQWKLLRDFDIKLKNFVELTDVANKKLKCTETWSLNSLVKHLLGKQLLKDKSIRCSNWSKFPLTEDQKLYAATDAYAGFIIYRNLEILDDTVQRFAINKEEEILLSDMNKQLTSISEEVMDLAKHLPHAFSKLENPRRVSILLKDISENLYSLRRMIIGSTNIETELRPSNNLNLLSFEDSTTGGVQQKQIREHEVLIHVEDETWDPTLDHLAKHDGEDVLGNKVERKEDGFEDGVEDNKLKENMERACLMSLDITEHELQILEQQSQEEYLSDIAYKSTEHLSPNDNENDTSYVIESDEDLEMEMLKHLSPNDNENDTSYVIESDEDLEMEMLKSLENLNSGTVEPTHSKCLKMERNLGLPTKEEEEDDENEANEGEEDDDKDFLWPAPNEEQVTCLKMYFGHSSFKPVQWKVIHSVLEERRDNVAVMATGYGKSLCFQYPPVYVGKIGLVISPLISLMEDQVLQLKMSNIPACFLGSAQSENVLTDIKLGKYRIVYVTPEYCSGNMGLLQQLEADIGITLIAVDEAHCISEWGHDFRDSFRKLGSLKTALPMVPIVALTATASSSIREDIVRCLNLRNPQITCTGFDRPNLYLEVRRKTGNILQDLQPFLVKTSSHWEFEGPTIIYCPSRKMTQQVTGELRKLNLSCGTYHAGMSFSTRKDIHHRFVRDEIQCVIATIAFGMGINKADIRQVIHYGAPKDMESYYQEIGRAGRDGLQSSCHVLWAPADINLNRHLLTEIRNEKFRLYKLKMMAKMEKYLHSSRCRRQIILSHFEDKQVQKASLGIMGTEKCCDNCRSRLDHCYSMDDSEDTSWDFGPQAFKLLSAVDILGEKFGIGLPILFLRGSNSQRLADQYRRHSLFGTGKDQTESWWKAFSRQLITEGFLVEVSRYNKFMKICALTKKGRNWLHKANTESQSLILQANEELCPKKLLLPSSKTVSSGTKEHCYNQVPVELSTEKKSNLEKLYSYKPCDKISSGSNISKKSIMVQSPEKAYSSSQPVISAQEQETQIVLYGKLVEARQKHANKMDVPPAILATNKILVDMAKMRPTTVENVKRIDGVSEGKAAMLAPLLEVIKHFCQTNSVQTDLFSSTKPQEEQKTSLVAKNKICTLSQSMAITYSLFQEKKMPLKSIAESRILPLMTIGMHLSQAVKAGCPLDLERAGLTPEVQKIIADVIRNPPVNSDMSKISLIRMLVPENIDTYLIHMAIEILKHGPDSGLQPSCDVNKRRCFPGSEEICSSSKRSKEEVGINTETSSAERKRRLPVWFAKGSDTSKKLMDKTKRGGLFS
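Enzyme (20 nM final) and test compound sit together 15 min at room temperature before substrate addition. Substrate is a single-forked duplex oligonucleotide (100 nM) labelled with fluorophore and quencher, with 2 mM ATP; helicase unwinding raises red fluorescence, read kinetically.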
Active calls of the source: *; ? = inconclusive; / = not tested or not shown; & = joins results of further samples; [ ] = remark or other dose. Unless noted, calls follow the shape of the dose curve; as a rule, active = well fitted curve in the direction sought with a large enough effect; inconclusive = small, poorly fitted or top-dose-only effect, or another doubt; inactive = no such curve, though single readings can be large; an effect the other way counts as inactive or inconclusive.

1	CCOC(=O)c1cc(C)sc1NC(=O)CSc1nccn1C
2	O=C(CCCn1cnc([N+](=O)[O-])n1)Nc1cccc(Cl)c1Cl
3	CC(Oc1ccc(Cl)cc1)C(=O)NCC1CCCO1 (configuration not stated)
4	O=C(/C=C/c1ccccc1)NCC(=O)N/N=C\c1cccnc1
5	COc1ccc(-c2cnnn2-c2ccc(NC(=O)c3ccco3)cc2)cc1OC
6	Cc1ccc(C)c(NC(=O)CSc2nc3ccccc3nc2N2CCOCC2)c1

assay / compound	1	2	3	4	5	6
HT1080-NT tox	5%	-1%	-2%	10%	-6%	12%
HT1080 IDH1KD tx	-1%	-5%	-5%	11%	9%	7%
KB-V1 cytotox	?	?	-14%	7%	-2%	?
SW480 rerep	3%	-11%	13%	?	2%	-6%
KB-3-1 tox	3%	?	-4%	3%	-3%	4%&-1%
MCF10A rereplic	2%	-9%	0%	4%	4%	6%
IL1B secr inh	-14	10	-7	97	-1	2
ATXN2 expr inh	5%	-2%	-3%	/	3%	-27%&1%
WRN helicase inh	-32%	3%	-4%	2%	6%	11%

7	CN(C)/C=N/NC(=O)c1ccccc1
8	Cc1cc(C)nc(Nc2ccc(C)c([N+](=O)[O-])c2)n1
9	Cc1noc(C)c1COc1ccc(C(=O)OCC(=O)OC(C)(C)C)cc1
10	CSc1ccc(S(=O)(=O)N(CC(=O)NN=C2CCN(C)CC2)c2ccc(C)cc2)cc1
11	CS(=O)(=O)Cc1nc2ccccc2n1CC(=O)Nc1cccc(S(=O)(=O)N2CCCC2)c1
12	COC(=O)C1=C(C)N(Cc2ccccc2)C(=NCCCOC(C)C)N[C@H]1c1ccccc1

assay / compound	7	8	9	10	11	12
HT1080-NT tox	2%	-1%	-1%	0%	1%	1%
HT1080 IDH1KD tx	?	-1%	-16%	-6%	9%	0%
KB-V1 cytotox	3%	-29%	-10%	-5%	-24%	-25%
SW480 rerep	-1%	44%	-7%	-8%	-27%	5%
KB-3-1 tox	4%	14%	-3%	?	-8%	-12%
MCF10A rereplic	3%	3%	12%	11%	13%	28%
IL1B secr inh	12	-12	38	-4	39	-28
ATXN2 expr inh	-11%	32%	-23%	/	1%	-20%
WRN helicase inh	3%[57.1 µM]	1%	-11%	-9%	3%	12%

13	CCCNC(=O)N[C@H]1C=C[C@H](CC(=O)OC)O[C@@H]1CO
14	O=C(Nc1ccc(Br)cn1)c1ccc2ccccc2c1
15	CCCCc1ccc(NS(=O)(=O)c2c(C)n(C)c(=O)n(C)c2=O)cc1
16	NC(=O)CC(NC(=O)Cc1ccc(Br)cc1)c1ccc(NCC2CC2)c([N+](=O)[O-])c1 (configuration not stated)
17	CCC1CCc2sc(C(=O)NCC(c3ccccc3OC)N3CCCC3)cc2C1 (configuration not stated)
18	CN(C)c1cc(=O)n2c(n1)SCCC2

assay / compound	13	14	15	16	17	18
HT1080-NT tox	15%	-7%	0%	0%	?	14%
HT1080 IDH1KD tx	13%	-15%	2%	-3%	?	9%
KB-V1 cytotox	-11%	?	9%	-3%	13%	-6%
SW480 rerep	/	?	0%	-15%	?	-3%
KB-3-1 tox	-1%	?	5%	-24%	?	-3%
MCF10A rereplic	/	4%	1%	8%	?	-1%
IL1B secr inh	-13	22	17	-5	-22	14
ATXN2 expr inh	/	/	2%	-6%	-39%	-3%
WRN helicase inh	-3%	-1%	-11%	-10%	6%	-8%

19	COC(=O)c1ccc(CSc2nnc(CNC(=O)c3cccs3)o2)o1
20	Cc1nn(CC(=O)NCCc2ccc(Cl)cc2)c(C)c1[N+](=O)[O-]
21	Cn1cnc(C(=O)N2CCN(C(=O)OC(C)(C)C)CC2)c1C(=O)N1CCN(C(=O)OC(C)(C)C)CC1
22	O=C(COC(=O)CSc1cc(Cl)ccc1Cl)NCc1ccc2c(c1)OCO2
23	CCOC(=O)CSc1ncc(OC)c(Sc2ccc(OC)cc2)n1
24	O=C(CNC(=O)c1ccco1)NCC(=O)OCc1ccc(F)cc1

assay / compound	19	20	21	22	23	24
HT1080-NT tox	12%	4%	10%	1%	-5%	-1%
HT1080 IDH1KD tx	13%	-21%	14%	2%	0%	0%
KB-V1 cytotox	0%	-14%	-3%	8%	-1%	12%
SW480 rerep	-11%	0%	-1%	-4%	25%	-10%
KB-3-1 tox	-3%	3%	0%	5%	1%	0%
MCF10A rereplic	?	6%	?	0%	15%	-4%
IL1B secr inh	-9	-1	8	0	18	19
ATXN2 expr inh	-5%	0%	5%	-5%	3%	0%
WRN helicase inh	-12%	-3%	-4%	-5%	1%	-2%

25	Cn1c(=S)sc2ccc3ccccc3c21
26	CCOC(=O)NN=C1CN(S(=O)(=O)c2ccc(C)cc2)C1
27	COc1ccccc1CC(=O)N1CCC(CCC(=O)NC2CC2)CC1
28	CCOC(=O)N1CCC(c2cc(=O)n(-c3ccccc3)[nH]2)CC1
29	CC[N+](CC)(CC#Cc1ccccc1)CC(=O)c1ccc(Cl)cc1
30	COc1ccc(CCNC(=O)C2CC(=O)N(c3ccccc3)C2)cc1OC (configuration not stated)

assay / compound	25	26	27	28	29	30
HT1080-NT tox	22%	15%	13%	-3%	0%	17%
HT1080 IDH1KD tx	?	29%	2%	-2%	-10%	11%
KB-V1 cytotox	-27%	-13%	0%	0%	-22%	-4%
SW480 rerep	-5%	-1%	0%	28%	?	-1%
KB-3-1 tox	8%	7%	11%	5%	-7%	-1%
MCF10A rereplic	2%	-2%	-4%	?	?	-1%
IL1B secr inh	19	11	33	0	-3	32
ATXN2 expr inh	5%	-7%	2%	?	-8%	6%
WRN helicase inh	5%	-5%	4%	-10%	-8%[57.1 µM]	-4%

31	CC1CC(C)CN(C(=O)CCNC(=O)Cn2cnc3ccccc3c2=O)C1 (configuration not stated)
32	CN(C)C(=O)c1ccc(NC(=O)c2cccc(S(=O)(=O)N3CCN(Cc4ccccc4)CC3)c2)cc1
33	O=C(NCCc1ccccc1)c1ccc(-c2ccccc2Cl)o1
34	O=C(COc1cc(Cl)ccc1Cl)Nc1nnc(CC(=O)N2CCOCC2)s1
35	COc1ccc2[nH]c(C(=O)N3CCCN(Cc4ccc(F)cc4)CC3)cc2c1
36	NNC(=O)c1cccn(Cc2ccc(Cl)cc2Cl)c1=O

assay / compound	31	32	33	34	35	36
HT1080-NT tox	7%	-5%	11%	-1%	-6%	-1%
HT1080 IDH1KD tx	5%	-7%	4%	-2%	-3%	-17%
KB-V1 cytotox	5%	-1%	-18%	0%	-13%	0%
SW480 rerep	-10%	-3%	-21%	-7%	-2%	4%
KB-3-1 tox	7%	-12%	0%	-2%	-21%	?
MCF10A rereplic	-3%	6%	?	-5%	17%	9%
IL1B secr inh	2	-2	-8	1	-78*	24
ATXN2 expr inh	4%	-15%	48%[activator]	-13%	-23%	-24%
WRN helicase inh	5%	2%	-6%	-3%	-6%	-2%

37	COc1ccc(CCNC(=O)c2nnn(CC(=O)Nc3cccc(F)c3)c2N)cc1OC
38	O=S(=O)(NCCOCC(F)(F)C(F)F)c1ccc2oc3ccccc3c2c1
39	Nc1ccc(Nc2nc(-c3cc4ccccc4oc3=O)cs2)cc1
40	Cc1nc(NCCNC(=O)c2ccco2)c2c(C)c(C)sc2n1
41	Cc1ccc(S(=O)(=O)N(C)C)cc1NC(=S)NCCCn1ccnc1
42	C/C(=N/NC(=O)c1cc(-c2ccc(Br)s2)[nH]n1)c1ccco1

assay / compound	37	38	39	40	41	42
HT1080-NT tox	-17%	-14%	-8%	1%	5%	-19%
HT1080 IDH1KD tx	-12%	-23%	-1%	0%	1%	?
KB-V1 cytotox	2%	-29%	?	0%	11%	-6%
SW480 rerep	-20%	?	2%	-8%[9.22 µM]	-33%[inhibitor]	-13%
KB-3-1 tox	?	-18%	-14%	-4%	2%	?
MCF10A rereplic	2%	21%	22%	-15%	8%	-7%
IL1B secr inh	-98*	-19	-90*	27	0	-69*
ATXN2 expr inh	16%[11.3 µM]	-26%	-11%	-9%	/	-35%
WRN helicase inh	-34%[57.1 µM]	-11%	-4%	-2%	-3%	-26%

43	O=C1C=C(c2cccc(Br)c2)C[C@@H](c2ccc(F)cc2)C1
44	Cc1ccc(NC(=O)CCSc2nnc(C)s2)cc1
45	CC(C)(C)NS(=O)(=O)c1ccc2nc(NC(=O)Cc3cccs3)sc2c1
46	COc1ccc(C(=O)NCC(=O)OCC(=O)c2ccc3c(c2)NC(=O)CO3)cc1
47	Cc1ccc(C(=O)CCC(=O)OCC(=O)N(C)c2c(N)n(Cc3ccccc3)c(=O)[nH]c2=O)cc1
48	O=C(Nc1nc(-c2cccs2)c(C(=O)C(F)(F)F)s1)c1ccco1

assay / compound	43	44	45	46	47	48
HT1080-NT tox	8%	3%	?	1%	7%	-16%
HT1080 IDH1KD tx	15%	-3%	?	0%	1%	-12%
KB-V1 cytotox	-3%	7%	?	6%	4%	12%
SW480 rerep	1%	-17%	?	?	2%	1%
KB-3-1 tox	-7%	10%	?	13%	28%	-6%
MCF10A rereplic	6%	2%	?	-3%	1%	-6%
IL1B secr inh	?	4	-29	7	7	-10
ATXN2 expr inh	2%	17%	-29%	/	5%	-5%
WRN helicase inh	14%	5%	-5%	-4%	-1%	-4%

IL1B secr inh: what is marked active above
No.	canonical_smiles	SW480 rerep	IL1B secr inh	WRN helicase inh
35	COc1ccc2[nH]c(C(=O)N3CCCN(Cc4ccc(F)cc4)CC3)cc2c1	-2%	-78*	-6%
37	COc1ccc(CCNC(=O)c2nnn(CC(=O)Nc3cccc(F)c3)c2N)cc1OC	-20%	-98*	-34%[57.1 µM]
39	Nc1ccc(Nc2nc(-c3cc4ccccc4oc3=O)cs2)cc1	2%	-90*	-4%
42	C/C(=N/NC(=O)c1cc(-c2ccc(Br)s2)[nH]n1)c1ccco1	-13%	-69*	-26%
